KCNQ2 inh: KCNQ2 potassium channel inhibitors, primary screen, cell-based, CHO-K1, FluxOR thallium flux, B-score (AID 2156) | B-score at 10 µM | actives 1.1% (n = 310,000) | 20 min; stronger effect = lower value | O88943;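 active = fluorescence ratio B-score at most minus 3 library SDs, with starting brightness B-score within 2 library SDs, cut at about -5.5 in these data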
Target sequence (O88943 whole entry, looked up): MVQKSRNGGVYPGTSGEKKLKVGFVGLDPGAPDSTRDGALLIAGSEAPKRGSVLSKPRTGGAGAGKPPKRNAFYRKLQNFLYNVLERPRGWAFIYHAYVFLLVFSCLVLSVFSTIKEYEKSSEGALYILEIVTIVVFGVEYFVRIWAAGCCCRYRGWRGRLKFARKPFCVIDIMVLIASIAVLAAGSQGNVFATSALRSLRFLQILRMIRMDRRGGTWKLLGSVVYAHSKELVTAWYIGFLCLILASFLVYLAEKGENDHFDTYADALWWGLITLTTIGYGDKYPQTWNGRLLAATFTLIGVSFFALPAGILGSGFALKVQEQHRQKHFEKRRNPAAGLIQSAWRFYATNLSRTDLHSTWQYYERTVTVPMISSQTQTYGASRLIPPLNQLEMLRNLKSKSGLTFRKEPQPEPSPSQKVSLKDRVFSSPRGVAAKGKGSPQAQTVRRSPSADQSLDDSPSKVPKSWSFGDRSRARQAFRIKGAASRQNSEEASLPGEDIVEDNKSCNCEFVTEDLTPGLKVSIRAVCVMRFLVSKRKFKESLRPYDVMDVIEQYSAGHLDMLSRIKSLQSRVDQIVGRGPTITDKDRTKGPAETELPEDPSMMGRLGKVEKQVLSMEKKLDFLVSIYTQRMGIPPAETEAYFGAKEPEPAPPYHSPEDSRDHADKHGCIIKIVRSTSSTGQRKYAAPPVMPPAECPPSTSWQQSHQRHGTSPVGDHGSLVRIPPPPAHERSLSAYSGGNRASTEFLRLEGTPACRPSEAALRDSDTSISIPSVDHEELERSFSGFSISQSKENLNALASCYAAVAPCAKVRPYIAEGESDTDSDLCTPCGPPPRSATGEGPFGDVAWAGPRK
CHT block: human CHT choline transport inhibition | Q9GZV3 | CHT-expressing cells, membrane potential dye, choline response; stronger effect = lower value | B-score at 10 µM | actives 0.86% (n = 310,000) | AID 488975;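 active = B-score over 3 SD under the library average, and starting fluorescence ratio not unusually high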;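 also: choline stimulus applied at its EC90 after an EC20 pre-addition; B-score computed on integrated fluorescence ratio after choline addition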
The depositor's hits bear a star; i = inactive; nt = no result given.

Each structure is followed by: KCNQ2 inh, CHT block
CCOc1ccc(-n2c(SCc3nc(-c4ccc(C)cc4)no3)nnc2-c2ccncc2)cc1
    i, i
CCn1c2c(c3cc(Cl)ccc31)CCCC2=O
    i, i
O=C(Nc1c(C(=O)O)[nH]c2ccc(F)cc12)c1cccc(C(F)(F)F)c1
    i, i
O=C(NC1CC1)C1=C[C@@H](C2CCCCC2)C[C@@H](OCCCCO)O1
    i, i
CCOC(=O)c1c(C)c(C(=O)NCc2ccc3c(c2)OCO3)c(C)n1CC
    i, i
CCOc1ccc(N2CC(C(=O)Nc3ccccc3C(=O)N3CCOCC3)CC2=O)cc1 (stereo unspecified)
    i, i
c1ccc(-c2noc(COc3ccc4c(c3)OCO4)n2)cc1
    i, i
COc1ccc(Cl)cc1NC(=O)CNc1ccccc1N1CCOCC1
    i, i
CC1OC(Nc2cccc3ccccc23)C(O)C(O)C1O (stereo unspecified)
    i, i
Cc1ccc(S(=O)(=O)Nc2ccc(Cl)cc2C(=O)c2ccc(F)cc2)cc1
    i, i
N/C(Cc1nc(-c2ccc(Cl)cc2)cs1)=N/O
    i, i
CCCCC1=CC2=C(c3ccco3)C(=O)C(C)(OC(=O)c3ccc(OC)cc3)C(=O)C2=CN1CC(C)C (stereo unspecified)
    i, i
N#CC1=C2N=C(N)c3ccccc3N2C2=C(C(=O)CCC2)C1c1ccc(F)cc1 (stereo unspecified)
    i, i
COc1ccc(-c2nn(-c3ccccc3)cc2C(=O)NC(=S)NNC(=O)c2ccncc2)cc1
    i, i
O=C(CCC(=O)OCc1ccc(C(=O)Oc2ccccc2)cc1)Nc1cccc2ccccc12
    i, i
CC(=O)Nc1ccc(C(=O)Nc2ccc(S(=O)(=O)N3CCOCC3)cc2)cc1
    i, i
COc1ccc(S(=O)(=O)N(CCCN2CCCC2=O)Cc2cc3c(C)ccc(C)c3[nH]c2=O)cc1
    i, i
COc1cccc(C(=O)Nc2nnc(S(=O)(=O)Nc3cccc(C)c3)s2)c1
    i, i
Cc1ccc(NC(=O)c2nnn(CC(=O)Nc3ccccc3)c2N)cc1C
    i, i
COc1ccc(-n2c(C)ccc2-c2ccccc2)cn1
    i, i
CCOc1ccccc1N1CCN(C(=O)NCc2ccc(Cl)cc2)CC1
    i, i
CCCCC[C@H]1CN(CCc2ccccc2)C(=O)[C@@H]1CC(=O)NCc1ccc(OC)cc1
    i, i
CCOC(=O)c1cnc(SC2CC(=O)N(c3ccc(C)cc3)C2=O)nc1N (stereo unspecified)
    i, i
CC(=O)c1ccc(NCCC(=O)c2ccccc2)cc1
    i, i
Cc1[nH]c2ccccc2c1N=Nc1cccc(C(=O)O)c1
    i, i
CCOC(=O)N1CCN(C(=O)CCCn2c(=S)[nH]c3ccc(Br)cc3c2=O)CC1
    i, -5.3*
CCc1ccc(-c2cc(C(=O)N/N=C/c3c[nH]c4ccccc34)[nH]n2)cc1
    i, i
O=C(CCN1C(=O)C2C3C=CC(C3)C2C1=O)N1CCN(c2ccccc2Cl)CC1 (stereo unspecified)
    i, i
CCc1nnc(NC(=O)c2ccc(S(=O)(=O)NC3CCCCC3)cc2)s1
    i, i
O=C(CSC1=NCCS1)N1CCN(c2ccccc2)CC1
    nt, i
COC(=O)c1ccc(NC(=O)CCOc2ccccc2)cc1
    i, i
Cc1ccc(/C=N\NC(=O)CC(=O)NCCc2ccccc2)cc1
    i, i
Cc1cc(NS(C)(=O)=O)c(=O)n(Cc2c(F)cccc2Cl)c1
    i, i
CCn1c(-c2c(Cl)c(C)nn2C)n[nH]c1=S
    i, i
CCNCc1nc2cc(OC)c(OC)cc2c(=O)[nH]1
    i, i
O=C(Nc1ccon1)c1sc2cc(Cl)ccc2c1Cl
    i, i
COc1ccc(-c2nc(N)ncc2-c2ccc(Cl)cc2)c(O)c1
    i, i
COC(=O)c1cccc(NC(=S)Nc2cccc(Cl)c2Cl)c1
    i, i
O=P(CCCO)(Cc1ccccc1)Cc1ccccc1
    i, i
CCN(CC)c1ccc(C(=O)OCc2c(C)noc2C)cc1
    i, i
CCn1nc(NC(=O)COC)c2cc3cccc(C)c3nc21
    i, i
CC(=O)c1ccc(OCc2ccc(C(=O)c3ccccc3)cc2)cc1
    i, i
COC(=O)c1cc2c(N)c(C(=O)c3ccccc3)sc2nc1C(OC)OC
    i, i
NS(=O)(=O)c1cccc(NC(=O)CSc2nnnn2-c2ccccc2)c1
    i, i
COc1ccc(C(=O)CSc2nc3nc(C)cc(C)n3n2)cc1OC
    i, i
CCOc1cc2[nH]c(=S)n(CCc3ccc(OC)c(OC)c3)c(=O)c2cc1OCC
    i, i
O=C(Nc1ccc(S(=O)(=O)N2CCCC2)cc1)c1ccccc1
    i, i
COc1ccc(CN2CCNC(=O)C2CC(=O)N2CCc3ccccc3C2)c(OC)c1 (stereo unspecified)
    i, i
CC(=O)CSc1ncnc2sc3c(c12)CCC3
    i, i
COc1ccc(-n2c3c(cc(C(=O)Nc4cccc(C)n4)c2=O)C(=O)CC(C)(C)C3)cc1
    i, i
Cc1cc2nc(-c3ccc(SCC(=O)Nc4ccc5c(c4)OCCO5)nc3)[nH]c2cc1C
    i, i
O=S(=O)(c1ccccc1)N1CCSC1c1ccco1 (stereo unspecified)
    i, nt
CN(C)CCCN(C(=O)c1ccc(C(=O)c2ccccc2)cc1)c1nc2ccc(F)cc2s1
    i, i
S=C(Nc1ccc(Cl)cc1)N1CCN(Cc2ccccc2)CC1
    i, i
COc1ccccc1CN1CCN(C(c2ccccc2)c2ccccc2)CC1
    i, i
N#CC1=C(N)NC(SCc2ccc(Br)cc2)=C(C#N)C12CCCCC2
    i, i
N#CC1=C(N)Oc2n[nH]c(CSc3ccccc3)c2C12C(=O)Nc1ccccc12 (stereo unspecified)
    i, i
Cc1cc(C)c(C#N)c(SCc2ccccc2)n1
    i, i
O=C(CN(Cc1ccccc1Cl)C(=O)c1csnn1)NCc1ccc2c(c1)OCO2
    i, i
COc1ccc(C2(O)C(=O)Nc3ccc(C)cc32)cc1OC (stereo unspecified)
    i, i

Following part.
Each structure is followed by: KCNQ2 inh, CHT block
Cc1c(C(=O)N2CCN(Cc3ccccc3)CC2)oc2c1C(=O)CC(C)(C)C2
    i, i
CCCCOP(=O)(c1ccc(N(C)C)cc1)C(O)c1cccnc1 (stereo unspecified)
    i, i
COc1ccc(OC)c(C(O)c2coc3ccc(O)c(CN(C)C)c23)c1 (stereo unspecified)
    i, i
COc1ccc(F)c(CN2CCCC(CNS(=O)(=O)c3cccc4cccnc34)C2)c1 (stereo unspecified)
    i, i
C#Cc1ccc([C@@H]2C=C(C(=O)OCC=C)O[C@H](OCc3ccc(CO)cc3)C2)cc1
    i, i
C/C(=N\Nc1nc(C)cc(=O)[nH]1)C1CC1
    i, i
CNS(=O)(=O)c1ccc(NC(=O)Nc2cccc(F)c2)cc1
    i, i
NC(=O)CC(NC(=O)Cc1ccc(Cl)cc1)c1ccc(NCCOc2ccccc2)c([N+](=O)[O-])c1 (stereo unspecified)
    i, i
CCC(NC(=O)CNC(=O)CNC(=O)c1ccc(Cl)cc1Cl)c1ccc(C)cc1 (stereo unspecified)
    i, i
Cc1ccc(S(=O)(=O)NCC(=O)N(CC(=O)NCc2ccco2)Cc2cccs2)cc1
    i, i
CCO/C=N/Nc1nc(C(F)(F)F)nc2c1cnn2Cc1ccccc1
    i, i
CN(C)c1ncc(S(=O)(=O)c2ccccc2)c(-c2ccc(Cl)cc2Cl)n1
    i, i
COCCN1CCN(C(=O)c2ccc3oc(CCc4ccccc4)nc3c2)CC1
    i, i
COCCCNC(=O)C(=O)NCC1CCCN1S(=O)(=O)c1cccs1 (stereo unspecified)
    i, i
COc1ccc(C(C(=O)NC2CCCCC2)N(Cc2cccnc2)C(=O)c2snc(C(N)=O)c2N)cc1 (stereo unspecified)
    i, i
CCCCOCCCNC(=O)Cc1ccccc1OC
    i, i
O=C(N/N=C/C=C/c1ccc([N+](=O)[O-])cc1)C1COc2ccccc2O1 (stereo unspecified)
    i, i
Cc1cc(S(=O)(=O)N2CCCC(N(C)CCc3ccccn3)C2)c(C)s1 (stereo unspecified)
    i, i
COC(=O)CSc1nnc(CNC(=O)c2ccccc2OC)n1-c1ccc(OC)cc1
    nt, i
C#CCOCCOCCOCCNc1nc(N2CCN(C(=O)Cn3cc(CCCN=C(N)N)nn3)CC2)nc(N2CCN(C(=O)[C@H](C)n3cc(CCCN=C(N)N)nn3)CC2)n1
    nt, i

Six entries from above, with bars between the fields:
structure | KCNQ2 inh | CHT block
Cc1ccc(S(=O)(=O)NCC(=O)N(CC(=O)NCc2ccco2)Cc2cccs2)cc1 | i | i
CCO/C=N/Nc1nc(C(F)(F)F)nc2c1cnn2Cc1ccccc1 | i | i
CN(C)c1ncc(S(=O)(=O)c2ccccc2)c(-c2ccc(Cl)cc2Cl)n1 | i | i
COCCN1CCN(C(=O)c2ccc3oc(CCc4ccccc4)nc3c2)CC1 | i | i
COCCCNC(=O)C(=O)NCC1CCCN1S(=O)(=O)c1cccs1 (stereo unspecified) | i | i
COc1ccc(C(C(=O)NC2CCCCC2)N(Cc2cccnc2)C(=O)c2snc(C(N)=O)c2N)cc1 (stereo unspecified) | i | i

Remaining list, next part:
Each structure is followed by: KCNQ2 inh, CHT block
CCOc1ccccc1N1CCN(C(=O)C(F)(F)F)CC1
    i, -6.2*
COc1ccc2oc(C(=O)c3ccccc3)c(N)c2c1
    i, i
CC(C)C(NC(=O)C1CCCCC1)C(=O)NCc1ccccn1 (stereo unspecified)
    i, i
Cc1ccc(CNC(=O)C23CN(Cc4ccccc4)CC2C(c2cccc([N+](=O)[O-])c2)=NO3)cc1 (stereo unspecified)
    i, i
CCCc1c(C)[nH]c2ccc(C(=O)O)cc2c1=S
    i, nt
CCc1nnc(NS(=O)(=O)c2ccc(NC(=S)NC(=O)c3ccc(OC)c(OC)c3)cc2)s1
    i, i
COc1ccc(CC(=O)OCC(=O)NCc2ccco2)cc1
    i, i
O=C(Nc1c[nH]c(=O)[nH]c1=O)c1ccc([N+](=O)[O-])cc1
    i, i
Cc1ccc(S(=O)(=O)N2CCC(NC(=O)c3ccccc3)CC2)cc1
    i, i
CC(C)c1ccc(/C=C2\Oc3c(ccc(O)c3CN3CCN(C)CC3)C2=O)cc1
    i, i
Cc1cc(C)cc(OCC(=O)NNC(=O)CCC(=O)NCc2ccccc2)c1
    i, i
CC1CCN(C(=O)CCS(=O)(=O)c2cc3c(cc2Cl)NC(=O)CO3)CC1
    i, i
Cc1ccc(Cl)cc1NC(=O)Nc1cccs1
    i, i
CCCn1c2c(c(O)c(C(=O)Nc3ncccc3C)c1=O)CCCC2
    i, i
CCOC(=O)C1=C(C)N=c2sc(=C(C)C)c(=O)n2C1c1ccc(N(C)C)cc1 (stereo unspecified)
    i, i
CCN1CCN(c2ncnc3sc4c(c23)CCC(C)C4)CC1 (stereo unspecified)
    i, i
CCC(C)NC(=O)c1c(N)n(/N=C/c2ccccn2)c2nc3ccccc3nc12 (stereo unspecified)
    i, i
O=C(Nc1ccccc1)OC1CCC2CC1CCC2OC(=O)Nc1ccccc1 (stereo unspecified)
    i, i
CSc1ncccc1C(=O)OCC(=O)N(C)c1c(N)n(Cc2ccccc2)c(=O)[nH]c1=O
    i, i
O=C1C=C(O)c2cccc(O)c2C1=O
    nt, i
O=C(Nc1nnc(CC(=O)N2CCOCC2)s1)c1cccs1
    i, i
O=C(CCN1C(=O)/C(=C/C=C/c2ccccc2)SC1=S)Nc1nccs1
    i, i
O=C(NNC(=O)c1cc2ccccc2cc1O)c1cccs1
    i, i
CCC(Oc1ccccc1)C(=O)Nc1ccc(S(=O)(=O)Nc2ncccn2)cc1 (stereo unspecified)
    i, i
Cc1nn(Cc2c(F)c(F)c(F)c(F)c2F)c(C)c1NC(=O)c1cccc(COc2ccc(Cl)cc2)c1
    i, i
O=C(c1ccc(F)cc1)N1CCOCC1
    i, i
O=C(C(Sc1ccccc1)c1ccccc1)N1CCN(c2ccccc2F)CC1 (stereo unspecified)
    i, i
CC(=O)c1ccc(-n2nncc2-c2ccc([N+](=O)[O-])cc2)cc1
    i, i
COc1cccc(/C=C2\CCC(C3CCCC3)C2=O)c1OC (stereo unspecified)
    i, i
O=C(CSc1nc(=O)n(CCCN2CCOCC2)c2c1CCCC2)Nc1ccc(F)c(F)c1
    i, i
O=C(NCCO)c1cccc2c1-c1ccccc1C2=O
    i, i
CC(C)Sc1nc(N2CCOCC2)c2c(c1C#N)CC(C)(C)N(C)C2
    i, i
Cc1c(C(=O)NC(C)c2ccncc2)oc2ccccc12 (stereo unspecified)
    i, i
COc1ccc(CNC(=O)CN(CC2CCCO2)C(=O)CNS(=O)(=O)c2ccc(C)cc2)cc1 (stereo unspecified)
    i, i
NC(Cc1ccc(O)cc1)c1cn([C@@H](CCC(=O)O)C(=O)N2CCNCC2)nn1 (stereo partly specified)
    i, i
Cc1cc(C)nc(NNC(=O)c2ccccc2O)n1
    i, i
CCc1nn(CCCC(=O)N2CCN(c3ccc(OC)cc3)CC2)c(=O)c2cc3occc3n12
    i, i
Cc1ccc(S(=O)(=O)Nc2cccc3cccnc23)cc1
    i, i
COc1ccc(C(=O)COC(=O)C(CC(C)C)N2C(=O)c3ccccc3C2=O)cc1 (stereo unspecified)
    i, i
CCC(C)(C)c1nnc(NC(=O)CCC2CCCCC2)s1
    i, i
CCOC(=O)C1Nc2ccccc2C2c3ccccc3CC12 (stereo unspecified)
    i, i
CCc1ccc(NC(=O)CSc2nnc(CC)c(CC)n2)cc1
    i, i
O=S(=O)(c1cccc(-c2cn3cccnc3n2)c1)N1CCOCC1
    nt, i

Screening data: PubChem, Johns Hopkins Ion Channel Center
